BAZ2B block – inhibitors of human BAZ2B bromodomain. Q9UIF8. AlphaScreen BAZ2B-H3K14Ac peptide displacement. Potency, µM (titrated, usually from 114 µM), for inactives: top-dose activity change, negative = inhibition, usual class: inhibitors. actives 4.4% (n = 360,000). AID 504333; further: potency means the concentration at half of the fitted maximal effect; on the % scale 0 is the no-effect control and ±100 the full control effect; nearly all actives have a fitted effect of over 60% in size
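Complex of BAZ2B and biotin-H3K14Ac (50 nM apiece) forms over 30 min at RT, then faces library compounds up to 110 uM for another 30 min; AlphaScreen beads added, 20 min dark incubation, luminescence read.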
JMJD2A Tudor – inhibitors of human JMJD2A Tudor domain; AlphaScreen JMJD2A-Tudor / H3K4me3 peptide binding; Potency, µM (titrated, usually from 114 µM), without a hit: at the top dose activity change, negative = inhibition, most hits filed as inhibitors; actives 4.4% (n = 390,000); AID 504339; further: potency means the concentration at half of the fitted maximal effect; on the % scale 0 is the no-effect control and ±100 the full control effect; nearly all actives have a fitted effect of over 50% in size
G9a inh – G9a (human) methyltransferase inhibition | Q96KQ7 | G9a H3K9 monomethylation, AlphaScreen, 2 h | Potency, µM (doses to about 102 µM), inactives show at the highest dose activity, negative = inhibition, most hits filed as inhibitors | actives 8.8% (n = 350,000); further: potency means the concentration at half of the fitted maximal effect; on the % scale 0 is the no-effect control and ±100 the full control effect; nearly all actives have a fitted effect of over 75% in size
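Compounds were preincubated with 20 nM G9a for 15 min, after which biotinylated H3K9 peptide (500 nM) and SAM (20 uM) started a 2 h room-temperature reaction. Monomethylated product was quantified by antibody-based AlphaScreen chemiluminescence.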
GLS inhibitor – blocks human kidney-isoform glutaminase activity; actives 0.21% (n = 410,000); GLS enzymatic activity, qHTS titration; Potency, µM (doses to about 45.5 µM), for inactives: at the highest dose activity change, negative = inhibition, hits mostly inhibitors; further: potency means the concentration at half of the fitted maximal effect; on the % scale 0 is the no-effect control and ±100 the full control effect
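Human kidney-isoform GLS in 45 mM KH2PO4 pH 8.2, 0.02% Tween-20, with compound, started with 1mM L-Glutamine (added stock). Glutamate oxidase/HRP/Amplex red coupled fluorescence read at start and after 30 min at RT.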
POLH inh – inhibitors of human DNA polymerase eta | recombinant Pol eta, fluorescent DNA replication assay | Potency, µM (titrated, usually from 114 µM), without a hit: top-dose activity change, negative = inhibition, most hits filed as inhibitors | actives 1.2% (n = 390,000) | AID 588591; further: potency means the concentration at half of the fitted maximal effect; on the % scale 0 is the no-effect control and ±100 the full control effect
Target sequence (Q9Y253 whole entry, looked up): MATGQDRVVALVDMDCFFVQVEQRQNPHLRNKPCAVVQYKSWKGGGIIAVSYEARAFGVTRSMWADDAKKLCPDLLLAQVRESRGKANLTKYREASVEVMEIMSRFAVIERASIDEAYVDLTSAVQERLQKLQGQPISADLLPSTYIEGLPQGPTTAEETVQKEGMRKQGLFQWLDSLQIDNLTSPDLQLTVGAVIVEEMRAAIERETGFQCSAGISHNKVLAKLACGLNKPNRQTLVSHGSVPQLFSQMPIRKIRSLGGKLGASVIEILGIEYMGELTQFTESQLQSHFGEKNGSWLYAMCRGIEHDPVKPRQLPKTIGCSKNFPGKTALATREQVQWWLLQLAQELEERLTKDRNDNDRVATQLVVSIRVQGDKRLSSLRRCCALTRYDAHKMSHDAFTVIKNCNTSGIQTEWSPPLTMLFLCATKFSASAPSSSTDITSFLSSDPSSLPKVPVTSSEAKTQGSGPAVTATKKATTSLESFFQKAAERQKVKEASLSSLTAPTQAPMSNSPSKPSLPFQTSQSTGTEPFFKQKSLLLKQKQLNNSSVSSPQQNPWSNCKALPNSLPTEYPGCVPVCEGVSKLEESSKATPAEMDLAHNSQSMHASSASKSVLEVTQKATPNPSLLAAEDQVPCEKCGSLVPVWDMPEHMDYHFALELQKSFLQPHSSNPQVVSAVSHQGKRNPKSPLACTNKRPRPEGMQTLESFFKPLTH
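Pol eta at 10 nM preincubated with compounds 15 min at room temperature; reaction started with fluorescent substrate (50 nM final) and read kinetically at 0 and 10 min.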
PI4K2A inh – inhibitors of human PI4K2A; purified PI4K2A, ADP-Glo luminescence, 1 h; active compounds read low; activity change, negative = inhibition, % at 76.9 µM; AID 1346378; Q9BTU6; actives 0.13% (n = 420,000); in the data active means activity change below about -50%; inconclusive means mostly about -30% to -49%;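 further: -100% = wells without enzyme as full effect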
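ADP-Glo luminescence measured ADP generated by PI4K2A enzyme (4 ug/mL before mixing) with 1.2 mM PI substrate (pre-mix) and 300 microM ATP (pre-mix). Tris pH7.5 buffer with MgCl2, Triton X-100; 1 h reaction at ambient temperature.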
PGK inhibitor – blocks T. brucei phosphoglycerate kinase; PGK/GAPDH coupled, Kinase-Glo luminescence, 60 min; Potency, µM (highest dose often 57.5 µM), inactives show top-dose activity change, negative = inhibition, actives largely listed as inhibitors; AID 602233; P07378; actives 0.043% (n = 380,000); further: potency means the concentration at half of the fitted maximal effect; on the % scale 0 is the no-effect control and ±100 the full control effect; nearly all actives have a fitted effect of over 60% in size
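Recombinant glycosomal PGK reaction used 1,3-bisphosphoglycerate generated in-well by GAPDH (100nM final) in 100mM TEA pH 7.6, 5mM MgCl2, 0.01% Tween-20. After 60 minutes at room temperature, ATP was read by Kinase-Glo Plus luminescence end-point.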
Pin1 inh – human Pin1 inhibition; Q13526; Pin1 FP peptide displacement, HiFluor488, 10 min; Potency, µM (titrated, usually from 115 µM), for the others: at the highest dose activity, negative = inhibition, hits mostly inhibitors; actives 0.009% (n = 390,000); AID 504891; active means well fitted inhibition curve with a large enough effect in the polarisation, with a control signal flat, not every such curve was filed as active; inconclusive means small, poorly fitted or top-dose-only effect, or effect the other way, or a change in a side signal; inactive means no such curve, though single readings can be large or run the other way; the % refers to the polarisation; further: potency means the concentration at half of the fitted maximal effect; on the % scale 0 is the no-effect control and ±100 the full control effect
Target sequence (Q13526 whole entry, looked up): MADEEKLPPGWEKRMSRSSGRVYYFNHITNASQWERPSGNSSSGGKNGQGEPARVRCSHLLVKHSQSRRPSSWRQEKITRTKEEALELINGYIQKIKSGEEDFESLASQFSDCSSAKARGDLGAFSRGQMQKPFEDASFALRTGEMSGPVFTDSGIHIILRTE
HP1b chromo inh – HP1-beta chromodomain-methylated histone interaction inhibition. P83916. AlphaScreen HP1-beta / biotin-H3K9me3 peptide binding. Potency, µM (series often up to 114 µM), without a hit: top-dose activity change, negative = inhibition, actives largely listed as inhibitors. actives 0.56% (n = 390,000); further: potency means the concentration at half of the fitted maximal effect; nearly all actives have a fitted effect of over 70% in size; inactives centre near 23
Target sequence (P83916 whole entry, looked up): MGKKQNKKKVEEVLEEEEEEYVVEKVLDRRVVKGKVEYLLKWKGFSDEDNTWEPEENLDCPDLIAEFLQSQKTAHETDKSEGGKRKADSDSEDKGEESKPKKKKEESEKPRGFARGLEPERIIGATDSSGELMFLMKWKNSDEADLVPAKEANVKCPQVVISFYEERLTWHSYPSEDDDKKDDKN
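Compound inhibition of the preformed complex between 50 nM HP1-beta and 50 nM biotinylated H3K9me3 peptide was read by AlphaScreen. Buffer was PBS pH 7.4 with 0.01% Tween-20. Incubations ran 30 min at room temperature, with 10 ug/mL donor/acceptor beads.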
* = called active by the depositor; i = inactive; ? = inconclusive; . = not tested or not shown; & = joins results of further samples; [ ] = dose if it differs, or a comment. Unless noted, the call rests on the fitted dose curve; in most records, active means well fitted curve in the direction sought with a large enough effect; inconclusive means small, poorly fitted or top-dose-only effect, or another doubt; inactive means no such curve, though single readings can be large; an effect the other way counts as inactive or inconclusive.

1: Cc1nn(CC(=O)N2CCc3ccccc3C2)c(C)c1[N+](=O)[O-]
2: C#CC1(NC(=O)N(C)C)CCCCC1
3: CCN(C/C=C/c1ccccc1OC)Cc1ccccc1
4: Cc1cccc(C)c1NC(=O)C(NS(=O)(=O)c1cccs1)c1ccccc1 (centres undefined)
5: CCN(C(=O)c1ccc(S(=O)(=O)N(C)C)cc1)C(C)C(=O)Nc1ccc(C)cc1 (centres undefined)
6: CCOP(=O)(OCC)C(NC(=O)c1ccc(OC)c(OC)c1)c1ccccc1 (centres undefined)

Screen / compound no.,1,2,3,4,5,6
JMJD2A Tudor,-11%,3%,20µM*,0%&-10%,-1%,5%
Pin1 inh,18%,1%,3%,9%&1%,-1%,-1%
PGK inhibitor,3%,4%,i,9%&3%,i,-4%
GLS inhibitor,-2%,-5%,8%,-4%&8%,-7%,-15%
G9a inh,3%,0%,.,-10%,2%,-33%
POLH inh,-9%,0%,-8%,2%&-11%,-15%,-9%
PI4K2A inh,0,-2,-2,-1&0,-1,5
BAZ2B block,-17%,4%,?,6%&2%,32%[activator],7%
HP1b chromo inh,28%,15%,?,14%&26%,34%,46%[activator]

7: O=C(O)C1CC=CCC1C(=O)NCCc1cccc(Cl)c1 (centres undefined)
8: COC(=O)CN1C(=O)CSc2ccc(S(=O)(=O)Nc3cc(C)ccc3C)cc21
9: CCOc1ccc(NC(=O)C(=S)NC2CCCCC2)cc1
10: COCC(C)NC(=O)c1cc(S(=O)(=O)N2CCCCC2)ccc1N1CCOCC1 (centres undefined)
11: CC1CCc2sc(C(=O)N/N=C/c3ccc(O)cc3)cc2C1 (centres undefined)
12: COc1ccc(CNC(=O)c2cnn(-c3ccccc3)c2-n2cccc2)cc1OC

Screen / compound no.,7,8,9,10,11,12
JMJD2A Tudor,-7%,-13%,-9%,-9%,-5%[11.4 µM],-20%
Pin1 inh,-9%,-3%,-2%,-3%,-7%,-2%
PGK inhibitor,-2%,-9%,4%,2%,-3%,i
GLS inhibitor,-6%,-3%,10%,7%,-2%,-4%
G9a inh,-7%[12.7 µM],-6%[59 µM],7%,.,-2%,22%[59 µM]
POLH inh,-5%,-20%,-22%,-8%,-15%,-25%
PI4K2A inh,2,-1,-6,4,0,0
BAZ2B block,30%,-14%,-25%,-2%,1%,-17%
HP1b chromo inh,29%,33%,12%,19%,17%,51%[activator]

13: Cc1ccc(Cl)cc1N1CCN(C(=O)c2cnn(-c3ccc(Cl)cc3)c2C2CCNCC2)CC1
14: COc1ccc(OC)c(C(=O)CCCCC(=O)c2cc(OC)ccc2OC)c1
15: Cc1ccc(F)c(C2C3C=CCC(c4cccc(-c5ccc(N(C)C)cc5)c4)C3C(=O)N2Cc2ccccc2)c1 (centres undefined)
16: COc1ccc(-c2nc(SCC(=O)Nc3cccc(C(C)=O)c3)n[nH]2)cc1
17: Cn1c(=O)c(=O)n(C)c2cc(S(=O)(=O)N3CCC(Cc4ccccc4)CC3)ccc21
18: C=CCN(Cc1nc(-c2ccccc2)no1)C(=O)c1ccc2c(c1)OCO2

Screen / compound no.,13,14,15,16,17,18
JMJD2A Tudor,-28%,.,?,3%,-8%,-1%
Pin1 inh,-2%,.,22%,1%,-5%,-1%
PGK inhibitor,i,i,i,0%,-1%,-2%
GLS inhibitor,0%,-5%,0%,8%,-3%,-7%
G9a inh,8.9µM*,.,-20%[12.7 µM],-16%[59 µM],48%[0.501 µM],0%
POLH inh,-6%,-15%,-15%,-17%,-16%,-24%
PI4K2A inh,-10,4,0,-1,-4,3
BAZ2B block,?,.,?,3%,-4%[57.1 µM],7%
HP1b chromo inh,30%,.,-6%,34%[57 µM],18%,50%[activator]

19: COc1cccc(COC(=O)C2CC(=O)N(Cc3ccc(C)cc3)C2)c1OC (centres undefined)
20: Fc1cccc(-c2nn[nH]n2)c1
21: CCOc1ccc(NC(=O)CSc2nnc(Cc3cccn3C)n2-c2ccc(OC)cc2)cc1
22: COc1cccc(CNC(=O)CCC2CCCN(C(=O)C3CCOCC3)C2)c1 (centres undefined)
23: Cc1ccc(OCc2ccc(C(=O)Nc3nc4ccccc4n3C)o2)c([N+](=O)[O-])c1
24: O=C(CCN1C(=O)C2C3C=CC(C3)C2C1=O)N1CCN(c2ccccc2Cl)CC1 (centres undefined)

Screen / compound no.,19,20,21,22,23,24
JMJD2A Tudor,-9%,0%,?,-17%,-6%,5%
Pin1 inh,-9%,-9%,-1%,-8%,-7%,-3%
PGK inhibitor,i,-4%,-1%,i,-3%,i
GLS inhibitor,4%,-1%,0%,2%,5%,-10%
G9a inh,0%,-48%,0%[12.7 µM],-8%,13%,-4%[12.7 µM]
POLH inh,-15%,-7%,-2%,-12%,1%,-6%
PI4K2A inh,-2,10,4,0,0,5
BAZ2B block,9%,-25%,?,1%,2%,1%
HP1b chromo inh,24%,41%[activator],?,38%,25%,43%[activator]

Four entries from above, sorted by molecular weight, descending:
21: CCOc1ccc(NC(=O)CSc2nnc(Cc3cccn3C)n2-c2ccc(OC)cc2)cc1
23: Cc1ccc(OCc2ccc(C(=O)Nc3nc4ccccc4n3C)o2)c([N+](=O)[O-])c1
22: COc1cccc(CNC(=O)CCC2CCCN(C(=O)C3CCOCC3)C2)c1 (centres undefined)
18: C=CCN(Cc1nc(-c2ccccc2)no1)C(=O)c1ccc2c(c1)OCO2

Screen / compound no.,21,23,22,18
JMJD2A Tudor,?,-6%,-17%,-1%
Pin1 inh,-1%,-7%,-8%,-1%
PGK inhibitor,-1%,-3%,i,-2%
GLS inhibitor,0%,5%,2%,-7%
G9a inh,0%[12.7 µM],13%,-8%,0%
POLH inh,-2%,1%,-12%,-24%
PI4K2A inh,4,0,0,3
BAZ2B block,?,2%,1%,7%
HP1b chromo inh,?,25%,38%,50%[activator]

Next compounds.
25: CCN(CC)S(=O)(=O)c1ccc2c(c1)c(=O)c(C(=O)N1CCc3ccccc3C1)cn2C
26: CCN(CC)S(=O)(=O)c1ccc2nc(NC(=O)c3cccs3)sc2c1
27: Cc1cc(C)c(-c2cc(NC(=O)CSc3nncn3C)n(-c3ccccc3)n2)cc1C
28: CCC(=O)N1CCc2cc(Br)cc(S(=O)(=O)NCC3CCCO3)c21 (centres undefined)
29: Cc1cccc2cc(C(c3nnnn3CC3CCCO3)N3CCc4ccccc4C3)c(=O)[nH]c12 (centres undefined)
30: COCC(=O)NC1CCN(S(=O)(=O)c2cccc(C(C)=O)c2)CC1

Screen / compound no.,25,26,27,28,29,30
JMJD2A Tudor,-7%,-1%,-10%,-9%,-36%,-7%
Pin1 inh,-6%,12%,2%,2%,-18%,0%
PGK inhibitor,0%,-14%,3%,9%,0%,-4%
GLS inhibitor,2%,-6%,7%,0%,-15%,-12%
G9a inh,6%[59 µM],-15%[12.7 µM],8%[12.7 µM],-43%,3.2µM*,-34%
POLH inh,-17%,-5%,-12%,-2%,0%,-10%
PI4K2A inh,6,-6,17,6,-22,-4
BAZ2B block,-6%,10%,-9%,9%,-3%,-9%
HP1b chromo inh,25%,69%[activator],18%,43%[activator],18%,34%

31: CCOCCc1nnc(NC(=O)CS(=O)(=O)c2ccc(C)cc2)s1
32: CC(C)c1ccc(OCC(=O)Nc2ccc(OC(F)(F)F)cc2)cc1
33: CC(O)[C@H]1CNCCN1CCc1cccc(F)c1 (some centres undefined)
34: CCCCn1c(N)c(N(CCOC)C(=O)c2ccco2)c(=O)[nH]c1=O
35: Cc1cc(OCC(=O)NC2CC(C)(C)NC(C)(C)C2)c2c(C)cc(=O)oc2c1
36: COC(=O)c1sc2cc(C(F)(F)F)cnc2c1-c1cccnc1

Screen / compound no.,31,32,33,34,35,36
JMJD2A Tudor,2%,-8%,-4%,-16%,7%,-9%
Pin1 inh,3%,1%,3%,1%,-8%,-9%
PGK inhibitor,6%,-3%,1%,i,i,-8%
GLS inhibitor,0%,-3%,9%,4%,-8%,-3%
G9a inh,18%,?,-10%[2.33 µM],?,3%[59 µM],16%[59 µM]
POLH inh,-22%,-7%,-12%,-9%,-9%,-21%
PI4K2A inh,3,2,-1,-2,-1,-8
BAZ2B block,1%,-1%,?,-1%,-3%,12%
HP1b chromo inh,20%,26%,29%,30%,38%,3%

37: COc1ccccc1/C=C1\SC(=O)N(CCC(=O)NNC(=O)c2ccccc2Cl)C1=O
38: COc1ccc(CN2C(=O)c3cccnc3C2=O)cc1S(=O)(=O)NCc1ccc(C)o1
39: Cc1c(Cl)cccc1Nc1nc(N)nc(CSc2nc3ccccc3s2)n1
40: COc1ccc(NC(=O)Nc2cc(C(=O)NCc3ccc(C)cc3)ccc2N2CCCC2)cc1
41: COc1cc(NC(=O)c2ccccc2Cl)c(OC)cc1NC(=O)CN1CCCCC1

Screen / compound no.,37,38,39,40,41
JMJD2A Tudor,7%,8%,-31%,-9%,-10%
Pin1 inh,0%,-4%,8%&0%,6%,3%
PGK inhibitor,-7%,i,4%&9%,-12%,-8%
GLS inhibitor,13%,12%,2%&1%,0%,1%
G9a inh,?,?,6%[59 µM],8%[12.7 µM],.
POLH inh,4%,-6%,-17%&-23%,-10%,3%
PI4K2A inh,-10,-4,-9&0,-2,0
BAZ2B block,5%,?,-13%&-20%,-3%,-2%
HP1b chromo inh,10%,29%,-2%&35%,33%,11%

Screening data deposited in PubChem by National Center for Advancing Translational Sciences (NCATS).

A portion of the library (hit frequency here may not be typical).
